High-throughput results deposited in PubChem by several laboratories.
HTR5A ag ctr: HTR5A agonism, opioid heterodimer counter-screen | HTR5A agonist assay, luminescence, cell-based | activation, % at 9.3 µM | 340,000 tested, 0.61% active | AID 504692; in the data active = activation mostly above about 9.5%, no sharp cut-off; inactive = mostly below about 7.6%;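 also: 0% = cells with vehicle only and 100% = reference agonist; strong numbers were not always called active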
Target sequence (P47898 whole entry, looked up): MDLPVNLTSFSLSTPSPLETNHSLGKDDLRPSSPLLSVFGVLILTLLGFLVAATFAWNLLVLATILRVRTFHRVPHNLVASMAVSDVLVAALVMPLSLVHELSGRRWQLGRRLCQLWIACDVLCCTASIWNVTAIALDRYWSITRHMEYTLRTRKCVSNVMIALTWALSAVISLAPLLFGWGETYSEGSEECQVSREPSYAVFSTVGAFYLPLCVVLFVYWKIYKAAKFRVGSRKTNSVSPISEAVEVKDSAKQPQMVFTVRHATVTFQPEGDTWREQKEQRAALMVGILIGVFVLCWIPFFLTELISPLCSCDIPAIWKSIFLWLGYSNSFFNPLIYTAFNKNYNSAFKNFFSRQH
AddAB inh: less growth of phage-infected E. coli with AddAB | 330,000 tested, 0.29% active | E. coli expressing H. pylori AddAB, absorbance growth | inhibition, % at 11.9 µM; in the data active = inhibition above about 12%;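 also: 0% = vehicle wells of infected cells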
Tat export inh: inhibitors of E. coli Tat protein transport; E. coli MC4100 TorA-mCherry Tat export, fluorescence; inhibition, % at 10 µM; 340,000 tested, 0.036% active;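 active = mean replicate inhibition at least 50% and at least half of replicates individually reaching 50%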;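 also: exported cargo escapes ClpAP degradation while cytoplasmic cargo is degraded and loses fluorescence; 0% = median of neutral control wells and 100% = median of NaSCN control wells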
DAGLB inh: blocks human DAGLB lipase activity; HEK293T DAGLB membrane lysate, EnzChek fluorogenic substrate; inhibition, % at 5.17 µM; 340,000 tested, 0.059% active; AID 504411; in the data active = inhibition above about 34%;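 also: 0% = enzyme with vehicle and 100% = wells lacking enzyme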
Target sequence (Q8NCG7 whole entry, looked up): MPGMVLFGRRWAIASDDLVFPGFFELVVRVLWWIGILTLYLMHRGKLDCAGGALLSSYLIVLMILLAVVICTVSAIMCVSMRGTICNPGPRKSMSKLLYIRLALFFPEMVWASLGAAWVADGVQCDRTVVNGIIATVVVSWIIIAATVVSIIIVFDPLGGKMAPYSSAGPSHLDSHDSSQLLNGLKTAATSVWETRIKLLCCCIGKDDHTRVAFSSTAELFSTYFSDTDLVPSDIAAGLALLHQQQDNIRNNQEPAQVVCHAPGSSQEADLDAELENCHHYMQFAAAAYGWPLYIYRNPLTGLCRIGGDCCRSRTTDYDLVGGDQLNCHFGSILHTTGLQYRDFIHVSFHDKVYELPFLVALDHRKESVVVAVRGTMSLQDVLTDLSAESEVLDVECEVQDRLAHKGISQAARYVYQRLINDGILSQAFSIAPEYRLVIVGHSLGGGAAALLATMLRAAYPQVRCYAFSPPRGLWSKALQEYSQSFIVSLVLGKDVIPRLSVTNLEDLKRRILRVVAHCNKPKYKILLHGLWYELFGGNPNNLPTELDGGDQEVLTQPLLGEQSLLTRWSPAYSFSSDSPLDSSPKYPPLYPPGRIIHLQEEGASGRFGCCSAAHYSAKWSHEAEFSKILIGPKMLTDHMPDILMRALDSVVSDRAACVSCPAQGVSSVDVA
Ecoli viability: bacterial growth inhibition, counter-screen for AddAB inhibitors. 330,000 tested, 0.27% active. inhibition, % at 11.9 µM. E. coli V3065 growth, OD600 absorbance, 18 h;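 active = inhibition above the campaign's mean inhibition across all tested compounds plus 3 SD, cut at about 9.9% in these data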;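 also: uninfected addAB+ strain grown without phage in ampicillin broth; 0% = DMSO wells and 100% = ciprofloxacin 0.95 µg/ml wells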
PKA-R1A act: activators of PKA-R1A complex; PKA-R1A dissociation, Cy5-IP20 fluorescence polarization; scaled: DMSO 0%, 113 µM cGMP 100%; activation, % at 11.4 µM; AID 504707; 340,000 tested, 0.083% active;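 active = percent activation above the mean of all tested compounds plus 3 SD, cut at about 19% in these data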;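 also: higher means more PKAc released from R1A so a rise in polarization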
phage Ecoli inh: E. coli growth loss with phage present; AID 651602; growth absorbance; 360,000 tested, 0.26% active; inhibition, % at 11.9 µM; in the data active = inhibition above about 11%
HTR5A inv ctr: HTR5A inverse agonism, opioid heterodimer counter-screen | P47898 | HTR5A cell line, luminescence | inhibition, % at 9.3 µM | 340,000 tested, 0.083% active | AID 504634; in the data active = inhibition mostly above about 23%, no sharp cut-off; inactive = mostly below about 18%;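 also: 0% = cells with DMSO and 100% = no-cell wells with DMSO; some compounds called inactive have numbers as strong as hits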
CDK5 p35 inh: CDK5/p35 (human) kinase inhibition | Q00535+Q15078 | Recombinant CDK5/p35, ADP-Glo luminescence, 60 min | inhibition, % at 10 µM | 330,000 tested, 0.01% active | AID 488839;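 active = highest replicate inhibition of at least 50% and at least 75% of replicates reaching 50%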;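 also: plate controls were DMSO neutral control for no effect and GW8510 at 10 µM for full effect; many of its hits are not listed in these tables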
PKA-R2B activ: activators of human PKA-R2B complex; P22694+P31323; PKA-R2B holoenzyme dissociation, Cy5-IP20 fluorescence polarization; R2B truncated from residue 108, S112A mutant; 0% DMSO only, 100% 113 µM cGMP; activation, % at 11.4 µM; 340,000 tested, 0.079% active; AID 504700;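 active = activation above a cutoff set at the mean over all compounds plus 3 SD, cut at about 18% in these data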;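 also: higher means more holoenzyme dissociation and a rise in polarization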
SUMO Mot1 rescue: inhibitors of SUMOylation pathway: yeast Mot1-301 growth rescue; S. cerevisiae Mot1-301 growth rescue, ATP luminescence, 38.5C; percent above DMSO median, 100 means doubled; growth rescue, % at 18.8 µM; 320,000 tested, 1% active; AID 2716;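 active = every valid replicate shows activation above 250% relative to neutral control wells; inactive = the rest, any valid replicate at or below 250%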;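 also: OY570 slx delta 5 strain wells were the positive control but not used for scaling; some compounds called inactive have numbers as strong as hits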
* = called active by the depositor; nt = not tested or not shown.

1) CCOC(=O)C1CCN(C(=O)COC(=O)c2ccc([N+](=O)[O-])o2)CC1
2) O=C(CNCc1ccco1)Nc1ccc(Oc2ccccc2)cc1
3) Cc1ccc(C(C)C)c(OCC(=O)N/N=C/C2CCCCC2)c1
4) CCOC(=O)c1cnc2cc(Cl)c(OC)cc2c1NCC1CCCO1 (stereo unspecified)
5) CCC[n+]1c(C)sc2c3c(ccc21)CCCC3
6) CCOC(=O)NC1(NC(C)C)Oc2ccccc2O1
7) O=C(Oc1c(Br)cc(C(=S)N2CCOCC2)cc1Br)c1ccc(Cl)cc1
8) COc1cc(C(=O)Nc2cccc(NC(=O)c3cccs3)c2)cc(OC)c1OC
Assay by compound	1	2	3	4	5	6	7	8
HTR5A ag ctr	5	6	0	0	-3	-2	0	-2
AddAB inh	6.7	3.5	1.4	-0.5	-1.5	0.9	0.8	nt
Tat export inh	1	6	25	-1	-1	13	2	-3
DAGLB inh	0	-7	-3	-7	-3	1	-8	0
Ecoli viability	2.6	0.9	1.8	1.1	-1.4	-4.2	-0.1	nt
PKA-R1A act	-2	-4	-9	-2	-8	-14	-2	-5
phage Ecoli inh	-1.3	2.6	2.5	0.9	nt	1.8	1.1	-0.8
HTR5A inv ctr	3	19	1	21	-4	7	9	7
CDK5 p35 inh	-1.3	-1.7	-2.6	-0.6	1.2	-1.6	-0.3	0.7
PKA-R2B activ	2	0	-3	-9	-4	-6	-4	0
SUMO Mot1 rescue	-1	0	nt	113	111	161	nt	8

Complete entries, looked up by structure. Order of values: HTR5A ag ctr | AddAB inh | Tat export inh | DAGLB inh | Ecoli viability | PKA-R1A act | phage Ecoli inh | HTR5A inv ctr | CDK5 p35 inh | PKA-R2B activ | SUMO Mot1 rescue
CCC[n+]1c(C)sc2c3c(ccc21)CCCC3 in the list: -3 | -1.5 | -1 | -3 | -1.4 | -8 | nt | -4 | 1.2 | -4 | 111
CCOC(=O)NC1(NC(C)C)Oc2ccccc2O1 in the list: -2 | 0.9 | 13 | 1 | -4.2 | -14 | 1.8 | 7 | -1.6 | -6 | 161
CCOC(=O)C1CCN(C(=O)COC(=O)c2ccc([N+](=O)[O-])o2)CC1 in the list: 5 | 6.7 | 1 | 0 | 2.6 | -2 | -1.3 | 3 | -1.3 | 2 | -1

Continued.
9) CC1=CCCC(C)(C)C1/C=C/C(C)=N/NC(=O)c1ccncc1 (stereo unspecified)
10) Cc1cc(C)c2[nH]c(=O)c(=O)[nH]c2c1
11) Cc1cc(C)c(/C=N/NC(N)=O)c(C)c1/C=N/NC(N)=O
12) O=C(Nc1nnc(SCc2ccccc2)s1)C1=COCCO1
13) O=C(/C=N/NC(=O)c1ccc(Cl)cc1Cl)c1ccccc1
14) CCCCn1c(CCNC(=O)CCC)nc2ccccc21
15) O=C(/C=C/c1ccccc1Cl)N1CCOCC1
16) O=C(NCC(c1ccco1)N1CCc2ccccc2C1)c1ccccc1Br (stereo unspecified)
Assay by compound	9	10	11	12	13	14	15	16
HTR5A ag ctr	0	2	-2	-3	9	1	2	0
AddAB inh	5.1	-1.9	2.5	0.7	-0.7	0.0	2.6	1.3
Tat export inh	9	6	1	-2	-4	-1	-3	-1
DAGLB inh	0	-1	3	-1	2	-2	0	-7
Ecoli viability	0.1	-0.9	-0.3	1.8	-1.2	-1.1	-0.9	-3.5
PKA-R1A act	3	-4	2	7	-2	-3	3	0
phage Ecoli inh	0.9	1.2	1.3	3.6	1.0	1.2	3.6	3.5
HTR5A inv ctr	39	-23	18	9	-25	-15	-6	0
CDK5 p35 inh	0.6	-1.5	-1.5	-0.7	2.4	-0.7	-0.3	1.1
PKA-R2B activ	0	-3	-9	-7	-8	-1	6	-6
SUMO Mot1 rescue	-8	-10	-13	-7	-7	-18	10	-2

17) CCOC(=O)C1=CN(Cc2ccco2)S(=O)(=O)NC1c1cccc(OC)c1 (stereo unspecified)
18) FC(F)(F)c1cc(C(F)(F)F)c2ccc(Oc3ccccc3)nc2n1
19) O=C(COc1ccccc1)Nc1ccc(OC(F)(F)C(F)F)c(NC(=O)COc2ccccc2)c1
20) COc1ccccc1C(=O)NC(=O)COC(=O)CCOc1ccc(C)cc1
21) COc1ccc(NS(=O)(=O)c2cc(NC(=O)CNC(=O)c3ccc(C)s3)ccc2Cl)cc1
22) CN(CC(=O)NCCc1ccc(S(N)(=O)=O)cc1)CC(=O)Nc1cccc(F)c1
23) OCC1(Cc2ccccc2F)CCCN(CC2CCCCC2)C1 (stereo unspecified)
24) Cc1ccc(S(=O)(=O)N/N=C/c2cccc(OC3CSC3)c2)cc1
Assay by compound	17	18	19	20	21	22	23	24
HTR5A ag ctr	1	0	7	5	2	-3	-1	2
AddAB inh	-0.4	-0.2	-0.5	-1.7	0.8	nt	-0.2	2.4
Tat export inh	-3	4	2	-5	-3	5	-3	2
DAGLB inh	-2	-8	-2	-3	-1	1	-1	-4
Ecoli viability	0.5	-1.0	-1.4	-0.3	-0.7	nt	0.8	-1.8
PKA-R1A act	-10	-4	4	-1	-13	-5	7	3
phage Ecoli inh	3.0	4.5	0.9	2.4	2.9	1.0	-0.1	5.5
HTR5A inv ctr	-3	0	-9	-11	-26	9	-15	-5
CDK5 p35 inh	0.1	0.5	-1.9	-1.2	-0.2	-2.1	-1.5	2.0
PKA-R2B activ	-2	-3	1	0	0	-2	-15	1
SUMO Mot1 rescue	nt	-16	961*	6	96	nt	-6	-9

25) CC(=O)Nc1ccc(S(=O)(=O)Nc2nc3c(s2)CCCC3)cc1
26) CC(=O)Nc1ccc(S(=O)(=O)N(Cc2ccco2)CC2CCCO2)cc1 (stereo unspecified)
27) COc1cc(/C=N/NC(=O)Cc2csc(C)n2)ccc1OCC(C)C
28) CCOC(=O)c1nn(-c2ccc(F)cc2)c(=O)cc1OCC(=O)Nc1ccc(F)c(F)c1
29) CCc1ccc(CNC(=O)CCn2nc(C)c3c(C)n(-c4ccccc4)nc3c2=O)cc1
30) CCOc1ccc(/C=N/NC(=O)CC(=O)Nc2ccc(Cl)c(Cl)c2)cc1
31) CCC1=C2CC[C@H]3C(=O)N(c4ccccc4)C(=O)[C@H]3[C@H]2[C@@]2(C)C(=NCC3CC3)OC(=O)N2C1=O
32) COC(=O)N/N=C/c1cccs1
Assay by compound	25	26	27	28	29	30	31	32
HTR5A ag ctr	-1	0	-3	-6	-2	9	9	1
AddAB inh	-0.7	0.8	-0.3	-0.2	3.9	2.8	-0.3	1.4
Tat export inh	-4	2	-2	9	-5	-8	-10	-5
DAGLB inh	0	1	-3	2	-2	0	-1	-2
Ecoli viability	2.7	0.2	1.8	1.3	-2.1	-3.0	0.0	2.0
PKA-R1A act	-11	1	-12	-6	4	7	10	6
phage Ecoli inh	1.6	1.7	2.6	-0.1	1.6	4.5	1.9	4.4
HTR5A inv ctr	3	0	-3	16	22	-32	-3	-2
CDK5 p35 inh	-0.2	1.6	-0.8	-0.2	0.9	0.2	0.0	-1.0
PKA-R2B activ	12	4	-7	-13	8	5	-8	1
SUMO Mot1 rescue	7	6	nt	20	8	27	-8	nt

Grouped by structure, those above containing four or more nitrogen atoms
11) Cc1cc(C)c(/C=N/NC(N)=O)c(C)c1/C=N/NC(N)=O
22) CN(CC(=O)NCCc1ccc(S(N)(=O)=O)cc1)CC(=O)Nc1cccc(F)c1
29) CCc1ccc(CNC(=O)CCn2nc(C)c3c(C)n(-c4ccccc4)nc3c2=O)cc1
Assay by compound	11	22	29
HTR5A ag ctr	-2	-3	-2
AddAB inh	2.5	nt	3.9
Tat export inh	1	5	-5
DAGLB inh	3	1	-2
Ecoli viability	-0.3	nt	-2.1
PKA-R1A act	2	-5	4
phage Ecoli inh	1.3	1.0	1.6
HTR5A inv ctr	18	9	22
CDK5 p35 inh	-1.5	-2.1	0.9
PKA-R2B activ	-9	-2	8
SUMO Mot1 rescue	-13	nt	8

Continuation.
33) Cn1c(SCC(=O)N2CCCC2)nc2ccccc2c1=O
34) Cc1ccc(Cn2ccc(NC(=O)c3cc(CC(C)C)on3)n2)cc1
35) Cc1nonc1C(=O)N/N=C/c1cccc(O)c1
36) O=C(Nc1cccc(S(=O)(=O)N2CCOCC2)c1)c1ccccn1
37) COc1ccc2c3c(cccc13)OC2=O
38) CC(=O)c1cn(C(=O)c2ccc(Cl)cc2)c2ccccc12
39) CC(C)C[C@@H](CNCC(=O)[C@H](C)NC(=O)c1[nH]cnc1C(=O)N[C@@H](C)CN)NC(=O)c1nc[nH]c1C(=O)N[C@@H](CC(=O)O)C(=O)O
40) COc1ccc(C(=O)CSc2nc(-c3ccccn3)nc(C)c2Cl)cc1
Assay by compound	33	34	35	36	37	38	39	40
HTR5A ag ctr	-7	-2	-1	2	-1	-2	-1	-8
AddAB inh	-0.8	1.3	-0.4	-1.3	1.7	-0.2	nt	-3.1
Tat export inh	-7	9	-2	-5	-2	-3	-4	2
DAGLB inh	0	-10	3	-1	1	-3	-2	-3
Ecoli viability	-1.2	-0.3	-1.7	-0.2	2.5	-0.2	nt	-2.3
PKA-R1A act	1	-3	-10	-9	2	-3	3	-11
phage Ecoli inh	2.8	4.8	1.0	2.3	1.0	1.8	1.7	0.5
HTR5A inv ctr	-14	7	-15	-5	4	6	4	-12
CDK5 p35 inh	0.7	1.1	0.7	1.3	-0.4	0.9	0.9	1.1
PKA-R2B activ	-7	-10	-11	-6	-4	8	-9	-6
SUMO Mot1 rescue	11	8	-6	228	49	-9	nt	4

41) O=C(CS(=O)(=O)Cc1ccccc1)Nc1ccccn1
42) CCNc1nc(NC(C)C)nc(Oc2ccc(OCc3ccccc3)nn2)n1
43) CCN(CC(=O)NCc1ccc(F)cc1)C(=O)/C=C/c1ccco1
44) CCc1cccc2c(C(=S)N3CCOCC3)c[nH]c12
45) Cc1ccccc1N1C(=O)C(Oc2ccc(Cl)cc2)C1CNCC1CCCO1 (stereo unspecified)
46) Cc1ccc(NS(=O)(=O)c2ccc(NC(=O)CN(c3cc([N+](=O)[O-])ccc3C)S(C)(=O)=O)cc2)c(C)c1
47) CCCCC[C@@H]1C=C(C(=O)O)[C@H](c2ccc3c(c2)OCO3)N1S(=O)(=O)c1ccc(C)cc1
48) CCN(C[C@H]1N[C@@](CC)(C(=O)OC)[C@H]2C(=O)N(Cc3ccccc3)C(=O)[C@@H]12)C(=O)Nc1ccc(Cl)cc1
49) c1ccc(CCNc2nc(-c3ccncc3)cs2)cc1
50) COc1cc(C=O)ccc1OS(=O)(=O)c1ccccc1[N+](=O)[O-]
Assay by compound	41	42	43	44	45	46	47	48	49	50
HTR5A ag ctr	-6	-1	2	0	9	12	-2	5	6	-3
AddAB inh	-1.6	1.5	1.4	-1.0	6.0	-2.2	2.2	1.0	-0.3	0.8
Tat export inh	0	-3	-8	-5	3	15	-3	-5	-3	-4
DAGLB inh	-4	2	3	-1	-3	2	1	-3	-1	2
Ecoli viability	-1.9	-1.8	0.8	1.8	1.8	-1.7	0.4	-4.5	-0.1	0.6
PKA-R1A act	0	10	-8	0	0	-8	-2	7	-7	-8
phage Ecoli inh	2.9	2.6	0.9	4.7	8.9	3.4	0.6	0.7	5.2	4.2
HTR5A inv ctr	-8	-3	-6	-1	-25	-25	9	-20	-5	33
CDK5 p35 inh	0.6	-1.4	4.4	2.1	-0.6	-0.3	0.4	-0.7	2.0	8.4
PKA-R2B activ	8	-2	4	-4	-13	0	3	6	-9	-10
SUMO Mot1 rescue	-8	8	-1	268	-5	10	nt	nt	9	-8
